Screens as filed in PubChem.
GPR55 activation: GPR55 agonists via beta-arrestin recruitment, primary screen, imaging, U2OS cells, beta-arrestin-GFP redistribution (AID 1961); G-protein coupled receptor 55 (Homo sapiens); U2OS GPR55 beta-arrestin-GFP redistribution imaging; higher % means a stronger effect; activation, % at 10 µM; hits with a dose series show EC50 in µM; hit rate 0.048% among 290,000;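 active = activation above 40% with more than 50 cells counted in the well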;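 note: U2OS osteosarcoma cells stably expressing GPR55 and beta-arrestin-GFP; plate controls were DMSO negative control for no effect and LPI positive control for full effect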
NOD1 NF-kB reporter: NOD1 signaling inhibitors, primary screen, cell-based, luminescence, uHTS (AID 1578); hit rate 1% among 290,000; NOD1-driven NF-kB luciferase reporter cells, luminescence; higher % means a stronger effect; inhibition, % at 4 µM; hits with a dose series show EC50 in µM; in the data active = inhibition mostly above about 36%, no sharp cut-off; inactive = mostly below about 34%;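 note: HEK-293T reporter cells stimulated with the NOD1 agonist gamma-tri-DAP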
Myeloid diff MLP: induction of myeloid progenitor differentiation, primary screen, cell-based, flow cytometry, MLPCN library. ER-HoxA9 myeloid progenitors, lysozyme-GFP differentiation. calls only at 10 µM. hit rate 1% among 360,000. AID 624256, 2012;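 active = normalized GFP-positive differentiation at or above the plate's own cutoff, the solvent-only control mean plus 3 SD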;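 note: cells exposed to compound for four days before flow analysis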
HEK293 NOD2/NF-kB: NOD2 signaling inhibitors, cell-based, luminescence, uHTS, HEK293 (AID 1566); HEK293 NOD2/NF-kB luciferase reporter, luminescence; higher % means a stronger effect; inhibition, % at 4 µM, or EC50 in µM where a hit was titrated; hit rate 0.63% among 290,000; note: many of its hits are not listed in these tables
GPR55 antagonists: GPR55 antagonists blocking LPI-driven arrestin recruitment, primary screen, imaging, U2OS, beta-arrestin-GFP, LPI agonist (AID 2013); G-protein coupled receptor 55 (Homo sapiens); inhibition, % at 10 µM; hits with a dose series show IC50 in µM; hit rate 0.13% among 290,000; U2OS GPR55 beta-arrestin-GFP translocation imaging, LPI antagonism; higher % means a stronger effect;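 active = spots per cell inhibited over 60%, with over 100 cells counted and total cytoplasm intensity under 500,000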;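 note: U2OS cells stably carrying GPR55 and arrestin-GFP stimulated by 5 µM LPI near EC80; imaged beta-arrestin-GFP aggregate spots per cell after agonist stimulation; plate controls were LPI-stimulated DMSO wells for no effect and DMSO wells without LPI for full effect; some results filed as inactive read as strong as hits; confirmed hits need IC50 under 10 µM and bright autofluorescent wells are also inconclusive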
HIV fusion peptide: inhibitors of HIV fusion peptide binding, primary screen, biochemical, uHTS, fluorescence dequenching (AID 1986). inhibition, % at 20 µM; hits with a dose series show IC50 in µM. cell-free peptide binding, fluorescence dequenching, 30 min; higher % means a stronger effect. hit rate 0.3% among 290,000; in the data active = inhibition mostly above about 52%, no sharp cut-off; inactive = mostly below about 76%; note: some results filed as inactive read as strong as hits
GPR35 antagonists: GPR35 antagonists blocking zaprinast-driven arrestin recruitment, primary screen, imaging, U2OS, beta-arrestin-GFP, zaprinast agonist (AID 2058) | G-protein coupled receptor 35 (Homo sapiens) | U2OS GPR35 beta-arrestin-GFP translocation imaging, zaprinast antagonism; higher % means a stronger effect | hit rate 0.052% among 290,000 | inhibition, % at 10 µM, or IC50 in µM where a hit was titrated;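 active = inhibition of at least 50% with at least 30 cells and total cytoplasm GFP at most 10,000,000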
KOR beta-arrestin-1: KOR antagonists, beta-arrestin recruitment, cell-based, luminescence, uHTS (AID 1778) | KOR beta-arrestin recruitment, luminescence, antagonist mode; higher % means a stronger effect | hit rate 0.091% among 290,000 | Kappa-type opioid receptor (Homo sapiens) | one-dose inhibition, % at 10 µM; IC50 in µM for titrated hits; note: strong numbers were not always called active
KOR beta-arrestin-2: KOR agonists, beta-arrestin recruitment, primary screen, cell-based, luminescence, uHTS (AID 1777). KOR beta-arrestin recruitment, luminescence; higher % means a stronger effect. one-dose activation, % at 10 µM; EC50 in µM for titrated hits. hit rate 0.02% among 280,000; in the data active = activation above about 50%, passing the limit was not always enough; note: a part of the inactive calls stands beside numbers as strong as those of hits
Myeloid diff MLP GFP+ MAC1+ %: second read-out of Myeloid diff MLP, no call of its own (marks repeat the call); GFP+ MAC1+ double positive, %; measured here: differentiation confirmed by MAC1 staining
The depositor's hits bear a star; i = inactive; · = not tested or not shown; + = active, no number; [ ] = another dose, or the depositor's remark. Cut-off read from the data, not from the text of the source, unless noted: active = inhibition above about 50%; inactive = the rest.

1. COc1ccc(CCNC(=O)CC(c2ccccc2)c2cc(C)ccc2O)cc1OC (stereo unspecified)
2. C#Cc1ccc([C@@H]2C=C(C(=O)NC3CC3)O[C@H](OCCCCO)C2)cc1
3. CCN(CC)C(=O)CCS(=O)(=O)c1cccc2nonc12
4. CC(=O)Nc1sc2c(c1CN1CCCC1)CCCC2
5. O=C(O)c1nn(CCOc2cccc(Cl)c2)c(=O)c2ccccc12
6. Cn1nnnc1SCC(=O)Nc1nn(-c2ccccc2)nc1C(N)=O

screen / no.	1	2	3	4	5	6
GPR55 activation	0.3%	0.3%	0.3%	0.9%	-0.6%	-0.5%
NOD1 NF-kB reporter	-6%	-8%	-22%	2%	-11%	-19%
Myeloid diff MLP	i	i	i	i	i	i
Myeloid diff MLP GFP+ MAC1+ %	0.2	1.7	0.6	0.3	0.5	0.5
HEK293 NOD2/NF-kB	24%	10%	0%	5%	12%	3%
GPR55 antagonists	-2%	6%	-5%	5%	3%	2%
HIV fusion peptide	0.6%	2.2%	-2.5%	-0.2%	-2.8%	-0.8%
GPR35 antagonists	11%	-6%	3%	6%	10%	16%
KOR beta-arrestin-1	-17%	-5%	-20%	8%	-24%	-19%
KOR beta-arrestin-2	-2.0%	1.0%	-0.6%	-3.2%	-1.6%	0.9%

7. CC(=O)Nc1ccc(S(=O)(=O)Oc2cccc(/C=N/N=C3/NC(=O)C(CC(=O)O)S3)c2)cc1 (stereo unspecified)
8. Cc1ccccc1C(=O)NC(=S)NC1CC1
9. COc1ccccc1N1CCN(C(=O)c2c(-c3c(Cl)cccc3Cl)noc2C)CC1
10. CCc1cc2c(C)cc(C)cc2nc1SCC(=O)Nc1cc(C)on1
11. Oc1ccc(CCc2n[nH]c(=S)n2-c2ccc(F)cc2)cc1
12. Cn1c(CNC(=O)CNC(=O)Cc2ccc(Cl)cc2)cc(=O)n(C)c1=O

screen / no.	7	8	9	10	11	12
GPR55 activation	-0.1%	0.0%	0.0%	-0.1%	-0.2%	0.3%
NOD1 NF-kB reporter	8%	0%	-1%	-21%	-2%	-23%
Myeloid diff MLP	i	i	i	i	i	i
Myeloid diff MLP GFP+ MAC1+ %	0.6	0.2	0.5	0.1	0.2	0.9
HEK293 NOD2/NF-kB	0%	-8%	1%	9%	3%	14%
GPR55 antagonists	10%	0%	-6%	5%	-2%	14%
HIV fusion peptide	12%	0.0%	-1.5%	0.7%	-1.2%	0.9%
GPR35 antagonists	23%	2%	-3%	0%	-16%	-8%
KOR beta-arrestin-1	-26%	-10%	-15%	-30%[20 µM]	-5%	26%
KOR beta-arrestin-2	0.3%	-2.1%	-3.5%	-7.6%	-3.9%	-2.7%

13. N#Cc1ccc(-c2ccco2)nc1SCc1ccccc1
14. COc1ccc(/C=N/NC(=O)CC(=O)NCc2cccnc2)cc1
15. CCCn1c(N)[n+](CC(=O)c2ccco2)c2ccccc21
16. CCOCC(=O)Nc1c(C(=O)Nc2ccc(OC)cc2OC)oc2ccccc12
17. COc1cccc(NC(=O)c2ncn[nH]2)c1
18. O=C(CSc1nc2ccccc2c(=O)[nH]1)NCc1ccc(Cl)cc1

screen / no.	13	14	15	16	17	18
GPR55 activation	-0.2%	-0.2%	0.0%	-0.1%	-0.2%	-0.1%
NOD1 NF-kB reporter	40%	5%	3%	·	-7%	-19%
Myeloid diff MLP	i	i	i	i	i	i
Myeloid diff MLP GFP+ MAC1+ %	0.8	0.5	1.1	2.4	1.0	0.4
HEK293 NOD2/NF-kB	-9%	-4%	15%	-9%	-1%	14%
GPR55 antagonists	-4%	-10%	19%	0%	15%	8%
HIV fusion peptide	1.1%	0.2%	-0.3%	-1.9%	-1.4%	-0.9%
GPR35 antagonists	6%	-1%	27%	-2%	4%	-18%
KOR beta-arrestin-1	12%	-24%	-8%	11%	-9%	-28%
KOR beta-arrestin-2	8.4%	6.3%	2.8%	23%	1.5%	1.1%

Structures listed so far containing four or more nitrogen atoms (five):
6. Cn1nnnc1SCC(=O)Nc1nn(-c2ccccc2)nc1C(N)=O
7. CC(=O)Nc1ccc(S(=O)(=O)Oc2cccc(/C=N/N=C3/NC(=O)C(CC(=O)O)S3)c2)cc1 (stereo unspecified)
12. Cn1c(CNC(=O)CNC(=O)Cc2ccc(Cl)cc2)cc(=O)n(C)c1=O
14. COc1ccc(/C=N/NC(=O)CC(=O)NCc2cccnc2)cc1
17. COc1cccc(NC(=O)c2ncn[nH]2)c1

screen / no.	6	7	12	14	17
GPR55 activation	-0.5%	-0.1%	0.3%	-0.2%	-0.2%
NOD1 NF-kB reporter	-19%	8%	-23%	5%	-7%
Myeloid diff MLP	i	i	i	i	i
Myeloid diff MLP GFP+ MAC1+ %	0.5	0.6	0.9	0.5	1.0
HEK293 NOD2/NF-kB	3%	0%	14%	-4%	-1%
GPR55 antagonists	2%	10%	14%	-10%	15%
HIV fusion peptide	-0.8%	12%	0.9%	0.2%	-1.4%
GPR35 antagonists	16%	23%	-8%	-1%	4%
KOR beta-arrestin-1	-19%	-26%	26%	-24%	-9%
KOR beta-arrestin-2	0.9%	0.3%	-2.7%	6.3%	1.5%

Later entries
19. C/C(=N\NC(=O)c1c(Cl)cnn1C)c1cccc(NC(=O)c2ccc(C)cc2)c1
20. Cn1c(=NC(=O)CSCC(=O)N2CCOCC2)sc2ccccc21
21. Cc1ccccc1NC(=S)N1CCC(C(=O)c2ccc(F)cc2)CC1
22. CC(=O)Nc1nonc1-c1nc2ccccc2n1CC1CC1
23. CC1(C)CC(=O)/C(=C(\O)Cc2ccccc2)C(=NCCCCCC(=O)O)C1
24. CC12CN3CC(C)(CN(C1)C3c1ccc3c(c1)OCO3)C2O (stereo unspecified)

screen / no.	19	20	21	22	23	24
GPR55 activation	-0.2%	0.0%	-0.4%	-0.2%	-0.2%	-0.3%
NOD1 NF-kB reporter	-50%	47%	-4%	51%	-26%	-15%
Myeloid diff MLP	i	i	i	i	i	i
Myeloid diff MLP GFP+ MAC1+ %	0.3	0.5	0.7	1.6	1.6	0.3
HEK293 NOD2/NF-kB	1%	-5%	8%	13%	7%	6%
GPR55 antagonists	9%	-8%	0%	9%	-8%	-11%
HIV fusion peptide	-1.0%	-2.5%	-2.0%	-2.1%	-0.1%	-0.8%
GPR35 antagonists	0%	-4%	-4%	-2%	-5%	-1%
KOR beta-arrestin-1	-13%	-36%	18%	22%	-2%	26%
KOR beta-arrestin-2	1.7%	2.5%	-5.1%	-4.4%	1.9%	-0.1%

25. CC(=O)Nc1ccc(C(=O)N(C)c2ccccc2)cc1
26. Cc1nc(NC(=O)c2ccccc2O)sc1C
27. COc1ccccc1OCC(=O)Nc1ccccn1
28. Cc1ccc(OCC(=O)n2nc(C)cc2C)c(Br)c1
29. N#C/C(=N\Nc1ccc(S(=O)(=O)N2CCOCC2)cc1)C(N)=S
30. CCOC(=O)Nc1c(C(=O)OC)[nH]c2cccc(OC)c12

screen / no.	25	26	27	28	29	30
GPR55 activation	-0.1%	-0.1%	-0.2%	0.6%	0.6%	-0.1%
NOD1 NF-kB reporter	-9%	-3%	-38%	-28%	-3%	-12%
Myeloid diff MLP	i	i	i	·	+	·
Myeloid diff MLP GFP+ MAC1+ %	1.1	0.6	0.4	·	1.1*	·
HEK293 NOD2/NF-kB	6%	-69%	-74%	15%	17%	14%
GPR55 antagonists	10%	13%	0%	3%	1%	4%
HIV fusion peptide	1.0%	-2.5%	-0.2%	0.3%	-1.1%	-1.8%
GPR35 antagonists	2%	12%	11%	1%	8%	-2%
KOR beta-arrestin-1	-15%	34%	-20%	34%	32%	29%
KOR beta-arrestin-2	0.3%	-3.0%	5.0%	-4.7%	-0.6%	-3.9%

31. COC(=O)c1c(NC(=O)c2ccco2)sc(C)c1C
32. CCOc1ccc(CCNC(=O)CCNC(=O)c2ccc(Br)cc2)cc1OCC
33. CC1=CC(=C2N=C(c3ccccc3)OC2=O)C=C(C)O1
34. C=CCN(c1ccc(C(=O)Nc2ccc(C)c(C)c2)cc1)S(C)(=O)=O
35. CCN(CC)S(=O)(=O)c1ccc2nc(NC(=O)c3ccco3)sc2c1
36. O=C(Nc1nccs1)c1ccc(-c2ccccc2[N+](=O)[O-])o1

screen / no.	31	32	33	34	35	36
GPR55 activation	-0.2%	0.0%	-0.1%	-0.3%	0.2%	-0.2%
NOD1 NF-kB reporter	-38%	-26%	-78%	-7%	-32%	-57%
Myeloid diff MLP	i	i	i	i	i	i
Myeloid diff MLP GFP+ MAC1+ %	1.1	0.0	0.6	1.1	0.5	0.8
HEK293 NOD2/NF-kB	-3%	0%	-68%	14%	-12%	-61%
GPR55 antagonists	7%	5%	11%	15%	13%	-1%
HIV fusion peptide	-2.1%	0.8%	3.2%	-1.6%	-0.8%	0.9%
GPR35 antagonists	0%	10%	20%	-2%	8%	15%
KOR beta-arrestin-1	4%	-17%	16%	6%	-24%	-21%
KOR beta-arrestin-2	-0.3%	5.7%	-3.7%	-0.2%	7.3%	7.9%

37. CCCCCCCC(=O)OCC(O)CO (stereo unspecified)
38. CCc1ccc(NC(=S)N2CCN(c3cccc(OC)c3)CC2)cc1
39. COc1ccc(S(=O)(=O)NCC2CCC(C(=O)NCc3ccco3)CC2)cc1 (stereo unspecified)
40. CC(C)Cc1cc(C(=O)Nc2cc(Cl)ccc2Cl)no1
41. CCCCCC(=O)Nc1ccc(-c2csc(N)n2)cc1
42. Oc1ccc(NCc2ccccc2OCc2ccccc2)cc1
43. Cc1c(NC(=O)c2ccc(N(C)S(C)(=O)=O)cc2)c(=O)n(-c2ccccc2)n1C

screen / no.	37	38	39	40	41	42	43
GPR55 activation	-0.1%	0.2%	0.0%	0.3%	-0.6%	0.2%	0.6%
NOD1 NF-kB reporter	0%	-3%	-10%	-14%	-39%	34%	-17%
Myeloid diff MLP	i	i	i	i	i	i	i
Myeloid diff MLP GFP+ MAC1+ %	1.1	0.2	0.7	4.4	0.3	0.2	0.3
HEK293 NOD2/NF-kB	9%	5%	15%	6%	-42%	28%	4%
GPR55 antagonists	2%	-4%	17%	-4%	4%	2%	9%
HIV fusion peptide	0.6%	-1.1%	-2.6%	-1.8%	-0.2%	18%	-1.5%
GPR35 antagonists	9%	10%	-9%	0%	11%	3%	2%
KOR beta-arrestin-1	-62%	-9%[20 µM]	-7%	-11%	7%	0%	4%
KOR beta-arrestin-2	-0.2%	·	2.3%	-4.3%	-1.4%	-2.0%	-2.6%

Only part of the results is shown (hit frequency here may not be typical).
